Screens (PubChem)
SENP1 inh: blocks the human SENP1 SUMO protease catalytic domain; recombinant SENP1 catalytic domain, CyPet-SUMO1-YPet FRET cleavage; AID 624204; Q9P0U3; actives 0.21% (n = 360,000); inhibition, % at 10 µM;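 active = inhibition at least 30% at 10 µM, raw YFP signal under a set limit, fluorescence ratio 0.5 to 1.5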;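 note: 0% = enzyme with DMSO and 100% = no enzyme wells; some results filed as inactive read as strong as hits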
Target sequence (Q9P0U3 419-644 limits assumed): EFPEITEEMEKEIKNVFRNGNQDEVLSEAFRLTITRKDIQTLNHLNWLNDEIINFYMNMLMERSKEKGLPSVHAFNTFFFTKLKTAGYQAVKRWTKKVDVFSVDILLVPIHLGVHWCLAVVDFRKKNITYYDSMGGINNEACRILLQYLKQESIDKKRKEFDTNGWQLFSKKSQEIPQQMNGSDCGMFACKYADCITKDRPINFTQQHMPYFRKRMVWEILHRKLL
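system = hSENP1 catalytic domain, recombinant | reagent = SFCypet-SUMO1-SFYpet substrate at 25 nM | doses = one dose per compound, 10 µM, 0.5% DMSO | incubation = enzyme reaction for 50 min at room temperature, dark | measured by = FRET, CFP and YFP emission | controls = no-enzyme low, enzyme-DMSO high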
SENP8 block-1: blocks the human protease SENP8; actives 1.2% (n = 330,000); purified SENP8, Z-RLRGG-aminoluciferin cleavage, luminescence; AID 2540; Q96LD8; inhibition, % at 10 µM; in the data active = inhibition above about 50%
Target sequence (Q96LD8 whole entry, looked up): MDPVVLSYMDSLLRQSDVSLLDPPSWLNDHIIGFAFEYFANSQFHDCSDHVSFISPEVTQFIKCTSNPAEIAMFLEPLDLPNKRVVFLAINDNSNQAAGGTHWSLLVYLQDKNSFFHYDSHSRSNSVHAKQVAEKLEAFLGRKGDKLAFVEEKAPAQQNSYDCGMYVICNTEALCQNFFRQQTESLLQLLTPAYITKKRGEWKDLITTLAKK
PfGluPho inh: PfG6PD (Plasmodium falciparum) enzyme inhibition. PfGluPho enzyme, NADPH resazurin-diaphorase fluorescence. inhibition, % at 20 µM. AID 504690. actives 0.78% (n = 350,000);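 active = inhibition reaching at least a set limit at 20 µM in the primary screen, cut at about 59% in these data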;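 note: 0% = DMSO wells with substrate and 100% = DMSO wells lacking glucose-6-phosphate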
SENP7 block: blocks the human protease SENP7. Q9BQF6. inhibition, % at 5 µM. recombinant SENP7, Z-RLRGG-aminoluciferin luminescence, 40 min. AID 434973. actives 1.5% (n = 330,000);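 active = inhibition above about 50% at the single test dose, limit read from the data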;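 note: plate controls were DMSO with enzyme for no effect and no enzyme buffer wells for full effect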
Target sequence (Q9BQF6 706-1050 limits assumed): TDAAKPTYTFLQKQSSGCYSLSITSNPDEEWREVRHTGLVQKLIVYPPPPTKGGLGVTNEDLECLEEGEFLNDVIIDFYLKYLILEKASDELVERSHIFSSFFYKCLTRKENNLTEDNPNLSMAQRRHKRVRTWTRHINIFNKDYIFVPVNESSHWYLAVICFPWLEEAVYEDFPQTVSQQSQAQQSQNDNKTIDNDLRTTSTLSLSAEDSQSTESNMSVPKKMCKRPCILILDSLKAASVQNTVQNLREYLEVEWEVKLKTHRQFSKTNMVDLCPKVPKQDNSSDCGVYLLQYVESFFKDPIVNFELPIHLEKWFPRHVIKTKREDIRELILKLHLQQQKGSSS
HKDC1 inhibitor: HKDC1 (human) hexokinase inhibition; inhibition, % at 20 µM; AID 493160; actives 0.16% (n = 340,000); recombinant HKDC1, G6PDH/diaphorase resazurin coupled fluorescence;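 active = inhibition above about 35% when tested at 20 µM, limit read from the data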;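 note: plate controls were DMSO wells with enzyme for no effect and DMSO wells lacking enzyme for full effect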
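test system = in-house recombinant HK5 (HKDC1) enzyme | amount = HKDC1 at 5 µg/mL | control set = DMSO-enzyme wells negative, buffer-substituted wells positive | compound = one dose of 20 µM, 1% DMSO | schedule = reaction time 90 min, room temperature, protected from light | technique = resorufin fluorescence at 613 nm | reagent = glucose with 1 mM ATP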
Apaf-1 inh: blocks human Apaf-1 apoptosome activity; O14727; reconstituted apoptosome caspase-3 activity, DEVD-Rh110 fluorescence; inhibition, % at 20 µM; actives 0.71% (n = 330,000); active = inhibition of at least 40% at 20 µM;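 note: plate controls were DMSO wells for no effect and DEVD-CHO caspase inhibitor wells for full effect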
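System: reconstituted apoptosome with Apaf-1, cytochrome c, caspase-9, procaspase-3, dATP; Signal: Rh110 fluorescence intensity; Schedule: 30 min compound preincubation, 50 min activation, room temperature; Reagent: cytochrome c trigger plus (Z-DEVD)2-Rh110 caspase-3 substrate.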
SENP8 block-2: inhibitors of human SENP8 protease; inhibition, % at 20 µM; Q96LD8; AID 602440; actives 0.64% (n = 360,000); recombinant SENP8, Nedd8 substrate fluorescence; in the data active = inhibition mostly above about 40%, no sharp cut-off; inactive = mostly below about 27%
SENP6 block: blocks the human protease SENP6; AID 2599; inhibition, % at 10 µM; Recombinant SENP6 catalytic domain, aminoluciferin luminescence; Q9GZR1; actives 1.8% (n = 330,000);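 active = inhibition above about 50% at the single tested dose, limit read from the data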;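 note: plate controls were DMSO wells with enzyme for no effect and DMSO wells lacking enzyme for full effect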
* marks the source's active call; other numbers are inactive results; nt = not tested or not shown.

SMILES	SENP1 inh	SENP8 block-1	PfGluPho inh	SENP7 block	HKDC1 inhibitor	Apaf-1 inh	SENP8 block-2	SENP6 block
CCOc1ccc(N(CC(=O)N2CCN(c3ccccc3OC)CC2)S(=O)(=O)c2ccc(C)cc2)cc1	3	7	17	-6	0	27	16	-6
COC(=O)Nc1ccc(C)c(NC(=O)OC)c1	2	-3	8	6	-8	-19	9	2
Cc1ccc(S(=O)(=O)NC2=NCN(CCN3CCOCC3)CN2)cc1	-2	-5	3	5	-2	-2	13	1
CCc1ccc(C(=O)CCC2CCCCC2=O)cc1 (stereo not drawn)	3	-9	9	4	-4	8	1	-16
CCN(C(=O)COC(=O)Cn1cnc2c1c(=O)n(C)c(=O)n2C)C1CCS(=O)(=O)C1 (stereo not drawn)	-1	2	-8	-2	-1	3	14	-11
COC(=O)CCC(=O)Nc1cccc2c(NC(=O)CCC(=O)OC)cccc12	-2	-4	37	15	2	9	32	-7
CCOC(=O)C1CCN(CC(=O)Nc2c(C(=O)OC)[nH]c3cccc(C)c23)CC1	1	0	4	-4	-3	-4	-199	-6
CC1(c2ccc3noc(-c4ccc(Cl)cc4)c3c2)OCCO1	-3	-2	7	8	4	2	-28	-7
O=C(CSc1nc(=O)n2ccccc2n1)N1N=C(c2cccs2)CC1c1ccc(F)cc1 (stereo not drawn)	-5	-1	4	-9	-3	9	-70	-12
CCCN1Cc2cccc(C(N)=O)c2C1=O	0	-1	-2	3	-2	-24	22	0
COc1ccc(/C=N/NC(=O)c2ccc(Cl)cc2)cc1COC(C)=O	2	-3	-7	2	-7	-7	4	-7
CC(C)N(Cc1nc(-c2ccccc2)no1)S(=O)(=O)c1ccccc1	1	-7	1	-8	-1	23	9	-12
C/C(N)=C(/C#N)C(=O)CSc1nc2scc(-c3ccc(F)cc3)c2c(=O)n1C	3	0	-2	0	-10	13	6	-9
O=C(Nc1cc(N2CCOCC2)ncn1)NC1(C(F)(F)F)Oc2ccccc2O1	3	-6	9	-7	6	2	16	-20
COc1ccc(N(CC(=O)NC2CCCC2)C(=O)Cn2nnc(-c3ccc(C)o3)n2)cc1	-1	3	-3	7	-3	-5	8	-17
O=C(CCNC(=O)c1ccc(Br)cc1)NCc1ccccn1	0	-3	2	-4	-7	-2	9	-2
Cc1cccc(N2C(=O)/C(=C\c3ccc(C(=O)O)cc3)c3ccccc3C2=O)c1	-15	5	3	23	3	27	43*	33
O=C(NCc1cccnc1)c1ccccc1CCc1ccccc1	3	-6	-11	0	1	6	12	-7
CCCn1c(SCC(=O)NCc2ccccc2)nnc1-c1ccncc1	0	-8	2	3	-2	8	3	-6
COc1ccc(CCN2CC(C(=O)Nc3nnc(Cc4ccccc4)s3)CC2=O)cc1OC (stereo not drawn)	3	-8	-7	-7	-3	4	18	-11
Cc1cc(C(=O)NCc2ccco2)no1	2	0	2	10	-12	-6	2	14
O=C(NN=C1C2CC3CC1CC(Cl)(C3)C2)c1ccccn1	0	-7	5	0	-13	-15	18	0
CCC(CC)C(=O)c1c[nH]c(C(=O)NCc2ccco2)c1	4	3	-16	5	1	5	27	-9
Cn1c(=O)c2c(nc(Cl)n2Cc2ccc(Cl)c(Cl)c2)n(C)c1=O	2	-7	19	-6	-5	3	19	-4
Cc1ccc(-c2csc3ncnc(Oc4ccc5c(C)cc(=O)oc5c4)c23)cc1	-6	0	13	-9	0	8	-250	-4
COc1ccc(CNn2c(-c3cccs3)nc3ccccc3c2=O)cc1OC	3	-10	6	-6	-2	13	-38	-22
Cc1ccc(S(=O)(=O)NCc2ccc(C(=O)NC3CCC(O)CC3)cc2)cc1C (stereo not drawn)	2	8	-14	-1	-3	-13	8	1
Cc1c(C)c2ccc(OCC(=O)NCCN3CCOCC3)cc2oc1=O	2	4	10	0	-4	-12	-426	6
O=C(O)Cc1csc2ccccc12	-1	-4	-10	-8	-6	14	10	3
Cc1cc(NC(=O)CCl)n(-c2nc3ccccc3s2)n1	-1	4	0	5	-11	-15	15	-16
Cn1c(C(=O)NCc2cccnc2)cc2sc(Cl)cc21	-1	1	26	-17	-4	-10	16	4
Cn1c(SCc2cccc3ccccc23)nnc1-c1ccco1	2	1	27	0	-1	-1	13	3
COc1ccc(C(=O)N/C(=C\c2ccccc2)C(=O)NCc2cccnc2)cc1	-2	7	3	-4	-6	-6	10	9
COc1ccc(NC(=S)N2CCC(NC(=O)c3ccc(OC)cc3)CC2)cc1	1	-5	-5	-8	-4	13	4	-14
Nc1cc2c(cc1Cl)-c1ccc(Cl)cc1C2	-2	nt	9	nt	-3	nt	-50	nt
CC(C)n1nc(C(=O)Nc2cccc(S(=O)(=O)NCc3ccco3)c2)c2ccccc2c1=O	1	-8	5	0	1	-2	-3	14
CC(=O)c1ccc(N2CCN(C(=O)C3CCN(S(=O)(=O)c4ccc5c(c4)CC(C)N5C(C)=O)CC3)CC2)cc1 (stereo not drawn)	0	9	-4	-5	-3	10	-185	7
CN(C(=O)CN1C(=O)CCSc2ccc(S(=O)(=O)N3CCCC3)cc21)c1ccccc1	-1	1	-6	-7	-2	-3	14	-1
Cc1cc(C)c(C(=O)CSc2n[nH]c(=O)n2C2CC2)cc1C	0	-5	15	-6	-4	1	37	-1
CC(=O)Nc1c2c(nn1-c1ccc(C)cc1C)CSC2	-1	-5	-7	-12	-3	-5	20	-12
CCOCCn1c(SC(C)C(C)=O)nc2c1c(=O)[nH]c(=O)n2C (stereo not drawn)	-1	-1	-12	6	-2	-6	0	-12
CC(=O)C1=C(C)NC(=S)NC1c1cccc([N+](=O)[O-])c1 (stereo not drawn)	1	-12	11	-3	-2	2	11	-17
CC(=O)N(CCc1ccccc1C)Cc1cc2cc3c(cc2[nH]c1=O)OCO3	0	1	12	3	-1	5	-390	-15
CC1CC2C3CCC4=CC(=O)C=CC4(C)[C@@]3(Cl)C(O)CC2(C)C1(O)C(=O)CO (stereo partly drawn)	0	8	16	5	0	-5	3	0
O=S(=O)([O-])C/C(=C\c1ccc(Cl)cc1)c1cc[n+](CCO)cc1	2	-4	1	-1	-2	6	-52	17
CCOC(=O)c1ccc(NC(=S)N2CCSC2c2ccc(OC)cc2)cc1 (stereo not drawn)	0	-13	12	-4	-7	8	8	-10
COc1ccc(-n2cccc2/C=C2/NC(=O)N(c3cccc(Cl)c3)C2=O)cc1	-1	-4	0	3	-6	5	-127	-7
COc1cccc(S(=O)(=O)NCc2ccc(C(=O)NCc3ccco3)cc2)c1	-4	-1	4	-1	-7	-15	2	-11
CC[C@]12C(=O)N(C)C[C@H]([C@@H]3C(=O)N(C)C(=O)[C@@H]31)N2C(=O)c1ccc(C(C)(C)C)cc1	0	nt	-2	nt	-1	nt	-1	nt
Cc1ccnc(SCC(N)=O)n1	1	-2	-5	-2	-3	-26	3	5
Cc1cnc(C(=O)NNC(=O)c2ccc(Br)cc2)cn1	0	3	23	2	-6	2	12	-6
COc1ccccc1CN1CC(C(=O)NCc2cc(C(C)C)no2)CCC1=O (stereo not drawn)	1	3	-7	-1	-2	3	12	0
N#CC1(Cc2ccc(Cl)cc2)c2ccccc2C=CN1C(=O)c1ccccc1 (stereo not drawn)	4	-2	12	2	0	6	8	-3
CC1CCN(C(=O)c2cc(Cl)ccc2NC(=O)c2ccco2)CC1	0	3	-3	-6	-6	3	6	-20
NC(=O)CC(NC(=O)c1ccc(Br)cc1)c1ccc(NCc2ccc(F)c(F)c2)c([N+](=O)[O-])c1 (stereo not drawn)	5	0	-1	-1	1	11	20	4
Cc1ccc(-n2ncc3c(N4CCC(C(N)=O)CC4)ncnc32)c(C)c1	0	1	-1	0	1	0	11	-1
C[C@H](CO)N1C[C@H](C)[C@@H](CN(C)S(=O)(=O)c2ccccc2)Oc2ccc(NC(=O)Nc3ccc4c(c3)OCO4)cc2C1=O	1	-2	11	8	1	21	-6	2
COC(=O)c1ccccc1NC(=O)CSc1nnc(-c2cccnc2)n1N	-1	-4	-8	7	-9	-2	9	-10
Brc1ccc2cccnc2c1	1	6	2	-4	-2	-12	17	-1
CCc1ccc(/C=C2/SC(=S)N(CCC(=O)Nc3cccnc3)C2=O)cc1	4	-18	8	31	-4	3	11	-7
The listing continues.
SMILES	SENP1 inh	SENP8 block-1	PfGluPho inh	SENP7 block	HKDC1 inhibitor	Apaf-1 inh	SENP8 block-2	SENP6 block
Cc1ccccc1SCC(=O)OCC(=O)Nc1sccc1C(N)=O	-1	6	-4	11	7	4	4	14
CSc1nc(N)nc2c1ncn2Cc1ccccc1	1	nt	0	nt	-7	nt	-189	nt
COc1ccc(NC(=O)c2ccc3c(c2)OCCO3)cc1OC	1	8	2	19	-9	-3	11	33
Cc1ccccc1C(=O)N1CCCC(N2CCN(Cc3ccc4c(c3)OCO4)CC2)C1 (stereo not drawn)	1	-7	-10	-7	-9	2	-7	-3
COc1ccc(NC(=O)N2CCC(NC(=O)c3ccco3)CC2)cc1	0	2	-11	6	-2	1	17	-19
O=C1N[C@@H](Cc2ccccc2)C(=O)N2[C@H]1C[C@]1([C@]34C[C@H]5C(=O)N[C@@H](Cc6ccccc6)C(=O)N5[C@H]3N(S(=O)(=O)c3ccccc3)c3ccccc34)c3ccccc3N(S(=O)(=O)c3ccccc3)[C@H]21	-4	4	11	15	7	19	-4	1
O=C(NCCc1ccccc1)c1cccc([N+](=O)[O-])c1	2	-12	7	-3	-12	-2	21	-7
Cc1ccc(C)c(-n2cc(CN3CCNC(=O)CC3)c(-c3ccccc3)n2)c1	1	8	-4	0	-1	-2	-1	-2
CSc1nc2c(c(=O)[nH]c(=O)n2C)n1C/C=C(\C)Cl	0	-8	12	-3	12	-4	16	-26
O=C(C1CCN(S(=O)(=O)N2CCOCC2)CC1)N1CCN(c2ccccc2F)CC1	0	1	9	0	-13	-3	3	14
O=C(NCC(c1ccco1)N1CCCCC1)C(c1ccccc1)c1ccccc1 (stereo not drawn)	-1	2	-5	5	-4	1	8	-3
Cc1c(OCC(=O)N2CCC[C@@H]2C(=O)O)ccc2c3c(c(=O)oc12)CCC3	-2	-3	-27	-3	1	0	2	2
Cc1ccccc1C(=O)Nc1ccnn1C1CCN(Cc2cnn(C)c2)CC1	2	2	-12	-6	-5	9	3	19
